# PME-1 primary: PME-1 (human) inhibition | Q9Y570 | recombinant PME-1, FP-Rh probe fluorescence polarization | inhibition, % at 5.9 µM | 320,000 tested, 0.53% active;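 active = inhibition above the campaign mean of all compounds plus 3 SD, cut at about 26% in these data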;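 note: competitive labeling of PME-1 active site by serine hydrolase directed probe; 0% = PME-1 with DMSO and 100% = wells lacking PME-1 enzyme; inhibitors block probe labeling so polarization falls and inhibition rises; many of its hits are not listed in these tables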
# MCL1 BIM primary: disrupts human MCL1 binding to BIM-BH3 peptide. Q07820. GST-MCL1 / FITC-Bim-BH3 fluorescence polarization. inhibition, % at 10.9 µM. 320,000 tested, 0.68% active;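 active = inhibition above the mean inhibition of all tested compounds plus 3 SD, set per campaign, cut at about 40% in these data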;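 note: 0% = DMSO wells and 100% = unlabeled Bim-BH3 peptide control; higher means more loss of mP so more displacement of Bim peptide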
# Target sequence (Q07820 whole entry, looked up): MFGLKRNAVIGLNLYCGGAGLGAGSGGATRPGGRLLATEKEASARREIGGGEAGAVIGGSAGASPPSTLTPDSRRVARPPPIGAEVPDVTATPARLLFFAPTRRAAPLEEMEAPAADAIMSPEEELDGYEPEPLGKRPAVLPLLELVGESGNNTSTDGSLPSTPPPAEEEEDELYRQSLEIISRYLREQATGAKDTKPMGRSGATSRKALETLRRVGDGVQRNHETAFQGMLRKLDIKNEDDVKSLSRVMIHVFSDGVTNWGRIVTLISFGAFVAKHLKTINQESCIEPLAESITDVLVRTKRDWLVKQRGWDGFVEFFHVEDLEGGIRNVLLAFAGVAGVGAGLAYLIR
# Efflux pump mplx: inhibitors of Candida antifungal efflux pumps expressed in yeast. S. cerevisiae Candida pump triplex, Nile Red efflux. inhibition, % at 10 µM. 330,000 tested, 0.44% active;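 active = plate passing quality check with inhibition over a set limit, or well fluorescence over plate mean plus 4 SD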;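 note: Nile Red retained in pooled yeast measured as flow cytometry median fluorescence; 0% = buffer negative control and 100% = Enniatin B positive control; higher means more Nile Red kept so more efflux inhibition; some compounds called inactive have numbers as strong as hits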
# Fam108B inh: counter-screen for RBBP9 inhibitors: inhibitors of mouse Fam108B; recombinant Fam108B, FP-Rh probe fluorescence polarization; inhibition, % at 9.51 µM; 300,000 tested, 0.33% active; AID 1947;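 active = inhibition above the screen mean inhibition plus 3 SD, computed separately per campaign, cut at about 18% in these data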;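 note: inhibitors lower polarization as less probe binds the enzyme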
# MEX-5 binding: C. elegans MEX-5 TCR-2 RNA binding activity. Q9XUB2. MEX-5/FITC-TCR2 RNA binding, fluorescence polarization; active compounds read low. activity score (negative = inhibition of binding), % at 10 µM. 300,000 tested, 0.38% active. AID 1832;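 active = inhibition past about -25% in most replicates, and total fluorescence under double the plate's negative control median, limit read from the data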;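 note: 0% = DMSO and -100% = 5 µM competing unlabeled TCR2 RNA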
# GLD-1 TGE inh: GLD-1-TGE RNA interaction inhibition (C. elegans). 320,000 tested, 0.44% active. Q17339. purified GLD-1 + fluorescein TGE RNA, fluorescence polarization. inhibition, % at 5.96 µM;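 active = percent inhibition above a per-plate cutoff, the plate mean of test compounds plus 3 SD, cut at about 30% in these data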;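 note: 0% = DMSO wells with GLD-1 and probe and 100% = wells lacking GLD-1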
# Bcl-xL primary: blocks human Bcl-xL binding to Bim BH3 peptide. 320,000 tested, 0.7% active. AID 2129. Q07817. GST-Bcl-xL / FITC-Bim BH3 peptide fluorescence polarization. inhibition, % at 10.9 µM;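 active = inhibition above the mean of all tested compounds plus 3 SD, cutoff set per campaign, cut at about 30% in these data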;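 note: 0% = DMSO wells and 100% = unlabeled Bim-BH3 peptide competitor; inhibitors lower millipolarization by displacing the labeled peptide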
# GRK2 inh: blocks RNA aptamer binding to human GRK2; bead flow cytometry, FAM-aptamer displacement from GRK2; inhibition of aptamer binding, % at 10 µM; 330,000 tested, 0.59% active; AID 488847;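 active = inhibition of aptamer binding above 40%, roughly 3 SD of noise, on plates passing a quality check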;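 note: median bead fluorescence of bound FAM aptamer so fluorescent compounds give negative values; no value below 0 was filed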
# Target sequence (P25098 whole entry, looked up): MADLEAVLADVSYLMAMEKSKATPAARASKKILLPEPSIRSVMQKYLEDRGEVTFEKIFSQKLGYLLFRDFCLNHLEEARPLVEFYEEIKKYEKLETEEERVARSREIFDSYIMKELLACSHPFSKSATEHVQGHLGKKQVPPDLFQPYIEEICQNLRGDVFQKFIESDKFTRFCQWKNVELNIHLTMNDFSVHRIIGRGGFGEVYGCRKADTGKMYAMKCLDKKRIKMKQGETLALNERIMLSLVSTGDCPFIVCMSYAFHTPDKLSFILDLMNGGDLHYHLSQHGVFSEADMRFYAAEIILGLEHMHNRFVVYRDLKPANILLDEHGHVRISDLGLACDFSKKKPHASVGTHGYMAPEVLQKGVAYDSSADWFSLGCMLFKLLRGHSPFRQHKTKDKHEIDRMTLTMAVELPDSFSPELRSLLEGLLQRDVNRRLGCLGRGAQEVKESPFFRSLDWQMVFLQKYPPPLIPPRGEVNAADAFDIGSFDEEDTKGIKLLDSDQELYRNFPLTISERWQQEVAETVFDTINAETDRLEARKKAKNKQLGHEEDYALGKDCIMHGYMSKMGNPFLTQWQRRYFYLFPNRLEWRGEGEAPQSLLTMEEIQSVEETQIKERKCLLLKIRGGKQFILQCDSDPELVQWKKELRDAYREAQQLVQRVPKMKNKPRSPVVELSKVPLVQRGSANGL
# VLA-4 inh: inhibition in a human VLA-4 binding assay. VLA-4 expressing cells, ligand binding flow cytometry. inhibition, % (about 7 µM as worked out from the volumes in the protocol). 330,000 tested, 0.2% active; in the data active = inhibition above about 50%
# * hit, by the source's call; . = not tested or not shown.
1	COc1ccc(OC)c(-n2c(SCC(=O)NCC3CCCO3)nc3ccccc3c2=O)c1 (stereo unspecified)
2	C/C(=N\Nc1ccc(S(N)(=O)=O)cc1[N+](=O)[O-])c1ccco1
3	CCOC(=O)c1cnn(-c2nc3c(C)cccc3s2)c1C
4	O=C(NNC(=O)c1cnccc1C(F)(F)F)c1ccccc1
5	Cc1ccc(NC2=NCC(=O)N2CCc2ccccc2)cc1C
6	CN(C)c1ccc2c(O)cc(=O)n(C)c2c1
compound no.	1	2	3	4	5	6
PME-1 primary	.	11.6	3.0	-5.7	5.1	9.4
MCL1 BIM primary	.	-0.1	-0.7	-0.9	-4.7	8.7
Efflux pump mplx	-0.2	0.1	0.0	-0.1	0.0	0.0
Fam108B inh	.	6.4	-1.4	-0.7	0.9	-1.4
MEX-5 binding	.	2.8	2.7	1.1	-0.5	-1.8
GLD-1 TGE inh	-2.1	6.7	6.2	0.8	-1.2	-10.1
Bcl-xL primary	.	1.8	-1.1	2.3	5.2	4.0
GRK2 inh	2.0	0.0	3.0	1.0	0.0	4.0
VLA-4 inh	-4.3	4.2	3.2	-8.0	11.8	-6.6

# Limited to Efflux pump mplx, MCL1 BIM primary and GRK2 inh (two entries from above):
no.	molecule	Efflux pump mplx	MCL1 BIM primary	GRK2 inh
4	O=C(NNC(=O)c1cnccc1C(F)(F)F)c1ccccc1	-0.1	-0.9	1.0
5	Cc1ccc(NC2=NCC(=O)N2CCc2ccccc2)cc1C	0.0	-4.7	0.0

# Going on with the list.
7	CCOc1ncccc1C(=O)OCC(=O)NC(=O)NC(C)C
8	CN(Cc1ccc(F)cc1)C(=O)CNC(=O)c1cccs1
9	O=C(N/N=C/c1ccccc1)c1ccc(N2CCOCC2)c([N+](=O)[O-])c1
10	CC1CC(C)CN(C(=O)COC(=O)c2cccc([N+](=O)[O-])c2)C1 (stereo unspecified)
11	COCCNC(=O)c1cc2sccc2n1C
12	COc1ccc(NC(=O)CN2CCN(c3ccccc3F)CC2)cc1
compound no.	7	8	9	10	11	12
PME-1 primary	-6.6	-2.9	-2.0	-1.2	-0.8	-2.0
MCL1 BIM primary	-3.7	4.3	6.7	5.1	-4.3	-1.9
Efflux pump mplx	-0.2	0.1	-0.3	0.1	-0.1	0.0
Fam108B inh	-4.5	.	-2.3	-0.9	-1.1	-1.7
MEX-5 binding	1.0	.	2.1	-1.6	-0.5	0.3
GLD-1 TGE inh	0.7	2.4	1.4	-4.0	6.7	-8.2
Bcl-xL primary	4.7	4.6	7.7	-1.4	-3.6	-5.6
GRK2 inh	2.0	0.0	0.0	0.0	1.0	1.0
VLA-4 inh	3.9	4.3	6.7	20.4	47.9	23.8

13	COC(=O)c1c(NC(C)=O)sc2c1CCN(Cc1ccccc1)C2
14	COc1ccc(CCNC(=O)NC(C(F)(F)F)C(F)(F)F)cc1OC
15	CCOc1ccc(NC(=O)COC(=O)COc2cccc3c2OC(C)(C)C3)cc1
16	COc1ccc(N=C2NC(=O)/C(=C\C=C\c3ccccc3)S2)cc1
17	Cc1cccc(C(=O)NCC(c2ccco2)N(C)C)c1 (stereo unspecified)
18	COc1ccc(S(=O)(=O)N2CCN(c3ccc4nnc(-c5ccc(F)cc5)n4n3)CC2)cc1
compound no.	13	14	15	16	17	18
PME-1 primary	1.6	-2.1	3.2	2.4	2.0	3.8
MCL1 BIM primary	2.8	5.9	-2.4	-0.9	8.0	4.0
Efflux pump mplx	0.4	0.0	0.6	0.6	-0.2	-0.1
Fam108B inh	0.9	5.6	-0.6	-1.9	2.2	-5.1
MEX-5 binding	3.6	-0.7	2.2	0.1	-1.1	-1.0
GLD-1 TGE inh	-5.4	8.1	6.4	3.4	-1.7	-2.9
Bcl-xL primary	2.0	7.4	3.1	-3.6	9.9	4.0
GRK2 inh	0.0	1.0	2.0	0.0	0.0	1.0
VLA-4 inh	-11.7	12.1	2.2	5.2	-4.7	44.1

19	O=C(Nc1ccc([N+](=O)[O-])cc1)C1C(c2ccccc2)=C1c1ccccc1
20	COc1ccc(N2CCN(Cc3nc(-c4ccccc4)no3)CC2)cc1
21	O=c1c([N+](=O)[O-])cc(C(F)(F)F)cn1Cc1c(Cl)cccc1Cl
22	CN(C)c1nnc(-c2ccc(Cl)cc2)o1
23	Cn1nc(CC(=O)N2CCN(c3ccccc3)CC2)c2ccccc2c1=O
24	O=C(COC(=O)COc1ccc(Cl)cc1Cl)Nc1cccnc1Cl
compound no.	19	20	21	22	23	24
PME-1 primary	-12.0	-5.1	7.0	3.6	-5.9	-0.2
MCL1 BIM primary	2.2	4.2	3.3	6.6	3.3	-5.2
Efflux pump mplx	0.1	0.0	-0.1	-0.1	0.0	0.3
Fam108B inh	-6.9	0.1	-0.9	-2.0	-3.0	-0.8
MEX-5 binding	0.6	2.4	0.8	0.7	-2.0	0.0
GLD-1 TGE inh	4.7	2.1	2.1	-3.1	-4.6	-1.1
Bcl-xL primary	-0.8	6.5	1.3	7.6	-1.0	0.8
GRK2 inh	0.0	0.0	4.0	2.0	0.0	6.0
VLA-4 inh	11.9	14.0	10.0	1.0	2.4	-17.1

25	CCOC(=O)c1c(S(=O)(=O)NCC(=O)NCc2ccccc2Cl)c(C)n(C)c1C
26	O=C(O)CCC(=O)N1N=C(c2cccs2)CC1c1ccc(Br)cc1 (stereo unspecified)
27	Cc1sc(NC(=O)CSc2nc(N)n(CC(=O)c3ccccc3)n2)c(C#N)c1C
28	CC(C)NC(=O)c1cc(C(=O)c2cc(Cl)ccc2O)coc1=N
29	COc1ccc(CNC(=O)CN2CCC(NC(=O)c3ccccc3C)CC2)cc1
30	O=C(NCCc1ccncc1)c1ccc2nc(Cc3cccc(Cl)c3)oc2c1
compound no.	25	26	27	28	29	30
PME-1 primary	2.3	0.6	2.4	-1.6	1.2	3.0
MCL1 BIM primary	5.0	1.8	-2.6	0.6	-1.5	2.0
Efflux pump mplx	-0.1	0.1	-0.1	-0.2	0.1	-0.1
Fam108B inh	3.3	-0.5	3.4	-4.6	-1.4	4.0
MEX-5 binding	2.1	-3.7	0.0	-4.4	0.1	-1.5
GLD-1 TGE inh	-3.2	2.0	6.2	-0.6	1.4	24.7
Bcl-xL primary	10.1	0.7	3.6	6.0	-1.2	5.9
GRK2 inh	0.0	1.0	2.0	0.0	3.0	8.0
VLA-4 inh	17.2	-13.0	1.2	-11.8	8.6	7.8

31	Cn1c(=O)c2ncn(CC(=O)Nc3cccc(-c4nc5ccccc5s4)c3)c2n(C)c1=O
32	C=CCCC(=O)Nc1nc(C)c(-c2csc(Nc3ccc(Cl)cc3)n2)s1
33	CCCSc1cc(=O)n(-c2ccccc2)nc1C(=O)O
34	CC(C)(C)OC(=O)N[C@H](C(=O)OC(C)(C)C)c1ccc(Br)cc1
35	CC(=O)N1CCN(S(=O)(=O)c2ccc3c(c2)CCC(=O)N3)CC1
36	CC1CCCN(CCCNC(=O)c2ccc(CS(=O)(=O)c3c(Cl)cccc3Cl)o2)C1 (stereo unspecified)
compound no.	31	32	33	34	35	36
PME-1 primary	2.1	28.8*	2.8	-2.9	-6.2	-8.7
MCL1 BIM primary	3.0	-13.2	-0.4	5.1	-3.7	4.3
Efflux pump mplx	0.0	.	0.1	-0.3	0.0	0.0
Fam108B inh	-8.8	-6.0	3.6	.	.	1.0
MEX-5 binding	.	1.5	-1.0	.	.	-0.2
GLD-1 TGE inh	-2.6	0.0	3.9	7.0	-0.6	2.8
Bcl-xL primary	-2.3	-6.3	2.5	0.7	-9.1	6.7
GRK2 inh	0.0	.	1.0	0.0	0.0	0.0
VLA-4 inh	4.9	.	8.5	3.4	6.8	4.2

37	Cc1ccc(Nc2c(-c3ccc(N4CCOCC4)cc3)nc3ncccn23)cc1
38	COC(=O)C1=C(C)Nc2nnnn2C1c1cc(OC)ccc1OC (stereo unspecified)
39	CC1CN(c2nc3c(c(=O)n(Cc4ccc(Cl)cc4)c(=O)n3C)n2C)CC(C)O1 (stereo unspecified)
40	C/C(=N\NC(=O)c1ccccc1)c1ccc(N2CCCCC2)cc1
41	COc1cc(NC(=O)c2n[nH]c(=O)c3ccccc23)cc(OC)c1
42	Cc1ccc(/C(=N/Nc2ncnc3ccccc23)C(=O)O)cc1
compound no.	37	38	39	40	41	42
PME-1 primary	0.9	1.1	2.5	-6.7	2.0	-0.9
MCL1 BIM primary	-15.2	-5.9	1.7	9.3	2.9	4.8
Efflux pump mplx	0.9*	0.0	0.1	-0.1	-0.1	-0.2
Fam108B inh	-5.0	0.0	1.4	-1.3	-8.4	2.1
MEX-5 binding	-0.8	1.9	1.1	0.6	-2.8	7.5
GLD-1 TGE inh	-2.0	-4.0	3.0	2.4	-0.3	4.7
Bcl-xL primary	-11.2	-4.0	6.0	5.4	4.6	1.1
GRK2 inh	20.0	1.0	3.0	0.0	2.0	1.0
VLA-4 inh	14.8	-3.4	-9.8	11.1	3.4	-3.4

43	O=C(c1ccccc1)N1CCN(S(=O)(=O)N2CCOCC2)CC1
44	Cn1c(CNC(=O)c2ccc3c(c2)OCO3)nnc1SCC(=O)Nc1ccccc1F
45	Cc1cccc(C)c1NC(=O)CCCSc1nnc(N)s1
46	COc1ccc(Cn2cnc3c4cc(F)ccc4n(C)c3c2=O)cc1
47	Cc1cc(NC(=O)CCC(=O)N(CC(=O)NC2CCCC2)Cc2ccccc2Cl)no1
48	CC(C)OP(=O)(OC(C)C)C(Nc1cccc(C(=O)O)c1)c1ccccc1 (stereo unspecified)
49	O=C(Nc1ccc(N2CCOCC2)cc1)c1cnccn1
50	CC(=O)N(C(C)=O)C1=C(C#N)C2(CCCCC2)Cc2ccccc21
51	O=C(Nc1cccc(C(F)(F)F)c1)c1cc(S(=O)(=O)N2CCCCC2)ccc1N1CCOCC1
compound no.	43	44	45	46	47	48	49	50	51
PME-1 primary	-1.0	-1.4	-1.6	-2.4	3.7	5.9	-3.1	-3.0	0.7
MCL1 BIM primary	1.5	4.6	-6.6	8.3	1.9	4.8	-5.6	-3.2	4.3
Efflux pump mplx	0.0	-0.1	-0.1	-0.2	0.1	-0.1	0.1	0.1	0.0
Fam108B inh	2.0	2.9	7.8	3.2	-0.9	1.9	-0.8	1.9	-3.2
MEX-5 binding	0.1	-0.6	0.2	.	.	0.1	3.0	-0.9	0.1
GLD-1 TGE inh	-2.4	4.6	-4.2	1.1	13.5	1.3	0.5	-1.1	5.7
Bcl-xL primary	-0.9	1.8	2.2	3.4	2.1	3.8	-1.9	4.7	0.8
GRK2 inh	1.0	0.0	4.0	3.0	5.0	0.0	2.0	0.0	0.0
VLA-4 inh	10.2	21.3	-6.4	4.9	-5.2	4.0	-1.5	25.1	19.9

# An excerpt from above in order of their number in MCL1 BIM primary, rising:
nr | structure | PME-1 primary | MCL1 BIM primary | Efflux pump mplx | MEX-5 binding | GLD-1 TGE inh | Bcl-xL primary | GRK2 inh | VLA-4 inh
45 | Cc1cccc(C)c1NC(=O)CCCSc1nnc(N)s1 | -1.6 | -6.6 | -0.1 | 0.2 | -4.2 | 2.2 | 4.0 | -6.4
50 | CC(=O)N(C(C)=O)C1=C(C#N)C2(CCCCC2)Cc2ccccc21 | -3.0 | -3.2 | 0.1 | -0.9 | -1.1 | 4.7 | 0.0 | 25.1
44 | Cn1c(CNC(=O)c2ccc3c(c2)OCO3)nnc1SCC(=O)Nc1ccccc1F | -1.4 | 4.6 | -0.1 | -0.6 | 4.6 | 1.8 | 0.0 | 21.3

# Source: PubChem BioAssay

# The list is partial; rates above refer to the full screens.
